Compound activity from PubChem BioAssay.
p53ts 39C kill: kills p53ts cells at the nonpermissive temperature. H1299-p53A138V viability at 39C, ATP luminescence, 24 h. Potency, µM (series often up to 46.1 µM), for inactives: at the top dose activity change, negative = cell killing, most hits filed as cytotoxic. 130,000 tested, 1.5% active. AID 902; note: nearly all actives have a fitted effect of over 55% in size
p53ts 32C tox: kills p53ts cells at the permissive temperature; H1299-p53A138V at 32C, ATP luminescence viability, 24 h; Potency, µM (series often up to 46.1 µM), for inactives: at the highest dose activity change, negative = cytotoxicity, actives largely listed as cytotoxic; 130,000 tested, 0.93% active; AID 924;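 note: 0% = DMSO and -100% = full killing by reference compound; nearly all actives have a fitted effect of over 55% in size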
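H1299-p53 A138V cells (temperature-sensitive p53) exposed 24 h to up to 46 uM compound at 32C, where p53 is wild-type in conformation. Viability read as ATP luminescence and normalised to DMSO and 100 uM tamoxifen. AC50 fitted with the Hill equation.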
Peg3 imprint: genomic imprint erasure induction; mouse ES Peg3-LacZ reporter, beta-gal luminescence, 40 h; Potency, µM (titrated, usually from 60.7 µM), for inactives: at the top dose activity change, positive = activation, usual class: activators; 110,000 tested, 0.02% active; AID 1948;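 note: 0% = negative control wells on the plate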
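Gelatin-coated wells received 300 freshly trypsinized female ES cells with a Peg3LacZ-Neo reporter on the maternal allele, then incubated 40 hours at 37C. BetaGlo was added for 5 minutes at room temperature before a single luminescence read.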
IkB sig inh: inhibitors of IkB signaling in ABC-DLBCL cells. ABC-DLBCL IkBa-CBG/CBR dual luciferase ratio, 4 h; response scale: scaled: untreated 0%, proteasome inhibitor 100%. Potency, µM (series often up to 57.1 µM), for inactives: top-dose IkBa stabilization activation. 110,000 tested, 0.04% active; active = well fitted curve in the direction sought with a large enough effect in the signal ratio, not every such curve was filed as active; inconclusive = small, poorly fitted or top-dose-only effect, or a change in a side signal; the % refers to the signal ratio;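 note: the direction sought is a rising ratio; 0% = basal untreated cells and 100% = reference inhibitor full response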
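Curves were fitted separately to fusion (green), unfused (red) and ratio luminescence, then classed by r2, magnitude and activity. Cells: OCI-Ly3, 4 h compound plus doxycycline at 37C; 10 uM MG-132 defined full response.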
Starred values were filed as active, the others as inactive; ? = inconclusive; . = not tested or not shown; [ ] = remark or other dose. Unless noted, calls come from the whole dose curve; as a rule, active = well fitted curve in the direction sought with a large enough effect; inconclusive = small, poorly fitted or top-dose-only effect, or another doubt; inactive = no such curve, though single readings can be large; an effect the other way counts as inactive or inconclusive. Unless noted, % is set by controls: 0 for no effect and ±100 for the full control effect; potency is the fitted concentration of half-maximal effect.

SMILES | p53ts 39C kill | p53ts 32C tox | Peg3 imprint | IkB sig inh
CC(=O)c1cc2c(cc1NC(=O)c1ccc(-n3nc(C)cc3C)cc1)OCO2 | 1% | 9% | -1% | ?
CC(C)(C)c1ccc(C(=O)NCC(=O)OCN2C(=O)c3ccccc3C2=O)cc1 | -2% | -14% | . | .
Cc1ccccc1-c1nnc(SCC(=O)N(C)c2ccccc2)o1 | 11% | -1% | -18%[10.9 µM] | ?
COc1ccc(Nc2cc(C(=O)NCCCN(C)Cc3ccccc3)c3ccccc3n2)cc1OC | ? | 8% | -13%[10.9 µM] | ?
CN(C(=O)c1cnc(N2CCN(c3ncccn3)CC2)c2ccccc12)c1ccc(Cl)cc1 | -18% | 5% | 9% | 0.1%
COc1ccc(OCC(=O)N2CCN(c3nnc(-c4ccccc4)c4ccccc34)CC2)cc1 | 21% | 0% | -15% | ?
COc1ccc(S(=O)(=O)N(CC(=O)N2CCN(C)CC2)C2CCCCC2)cc1OC | -2% | 5% | -2% | 0.3%
COc1ccc(CNC(=O)c2cc(-c3ccc(Cl)cc3)n[nH]2)cc1 | -8% | 5% | -5%[10.9 µM] | 3.8%
Cc1ccc(C)c(OCCCCCn2ccnc2)c1 | -7% | -8% | -18% | 0.8%
Cc1ccc2nc(-c3ccco3)c(Nc3ccc4c(c3)OCCO4)n2c1 | -23% | -9% | -7%[10.9 µM] | ?
CCOc1cc(C(=O)NCCc2csc3nc(-c4ccccc4F)nn23)cc(OCC)c1OCC | -11% | 5% | 3%[10.9 µM] | ?
N#CCSc1nnc(Cc2cccc3ccccc23)n1C1CCCCC1 | -7% | 12% | -7% | ?
CCC(Sc1nc(=O)cc(N)n1-c1ccccc1)C(=O)Nc1ccc(Cl)cn1 (configuration not stated) | -2% | -2% | -3% | 1.1%
Cc1cc(C)c2[nH]c(=O)c(CN(CC3CCCO3)C(=O)C3CCCO3)cc2c1 (configuration not stated) | -2% | -5% | -6% | 0.5%
CCC(CC)C(=O)Nc1ccc2nc(SCC(=O)N3c4ccccc4CC3C)sc2c1 (configuration not stated) | 3% | -8% | -14%[10.9 µM] | ?
Fc1cccc(-n2ncc3c2ncn2nc(COc4ccc(Cl)cc4)nc32)c1 | 26% | 7% | -8%[10.9 µM] | -0.3%
Cc1ccc(C)n1-c1cc(S(=O)(=O)N2CCOCC2)ccc1N1CCCC1 | -20% | 1% | -7% | 0.8%
CCN(CC)S(=O)(=O)c1ccc(NC(=O)c2ccc(CN3CCOCC3)cc2)cc1 | -1% | 1% | . | .
O=C(NCc1ccc(F)cc1)c1cnc(N2CCOCC2)c2ccccc12 | -19% | -6% | -2%[10.9 µM] | -0.9%
Cc1cc(=O)oc(C)c1C(=O)N1CCc2c([nH]c3ccccc23)C1C(C)C (configuration not stated) | 1% | 8% | 4% | 2.8%
O=C(Cn1cc2c(n1)CCCC2)N1CCCC1 | -8% | -4% | -2% | 2.1%
COc1ccc(NC(=O)Cn2nnc3sc4c(c3c2=O)CCCC4)cc1 | 9% | 5% | 8%[10.9 µM] | ?
COc1ccccc1-c1nc(-c2ccc(Br)cc2)no1 | ? | -23% | -50%[inhibitor] | ?
Cc1ccc(C)c(N2CCN(C(=O)c3cccn4c(=O)c5ccccc5nc34)CC2)c1 | -29% | 4% | -16%[10.9 µM] | 1.0%
Cn1c(=O)c2c(nc(NCc3ccco3)n2C/C=C/c2ccccc2)n(C)c1=O | -20% | ? | -14% | ?
CC(=O)NCC12CC3CC(C1)CC(C(=O)O)(C3)C2 | 1% | -3% | 0% | 1.0%
CSc1nnc([C@@H](NC(=O)OC(C)(C)C)C(C)C)o1 | 2% | 2% | -12% | 1.6%
CCOC(=O)N1CCN(C(=O)CN(c2ccc(OC)cc2)S(C)(=O)=O)CC1 | 11% | -7% | . | .
CCNc1ncc2nc(C)c(=O)n(C[C@H]3CCCO3)c2n1 | -9% | -12% | ? | -0.1%[11.4 µM]
CC(C)NC(=O)CSCc1c(F)cccc1Cl | -2% | 7% | . | .
O=S(=O)(c1cc(Cl)ccc1Cl)n1nnc2ccccc21 | 3% | -4% | -14% | 0.6%
COC(=O)c1ccc(S(=O)(=O)N2CCCC2)o1 | 10% | 8% | -15% | 0.3%
CCOc1ccc(-c2[nH]ncc2Oc2cccc(OC)c2)c(O)c1 | 16µM* | -23% | -22% | 6.3%
COc1ccccc1CNC(=O)CCn1c(=O)c2cccn2c2cccnc21 | -4% | 6% | -10%[10.9 µM] | 0.6%
COc1ccc(-n2nnc3c(SCC(=O)N4CCN(c5ccccc5)CC4)ncnc32)cc1 | 3% | -15% | . | .
OCCN1CC(O)C(O)C(O)C1CO (configuration not stated) | 6% | -10% | -19% | .
COc1cccc(C(=O)N2CCN(Cc3cc(Br)ccc3OC)CC2)c1 | -2% | -24% | . | .
O=C(NCc1cn2ccsc2n1)Nc1ccc(Cl)cc1 | -10% | -17% | -14% | 0.3%
Cc1ccc(CN2C(=O)CN(C3CCC(C)CC3)C(=O)C2c2ccc(F)cc2)cc1 (configuration not stated) | 23% | 10% | -9%[10.9 µM] | ?
O=C(OCc1nnc(-c2ccccc2)o1)c1ccc2c(c1)OCCO2 | -10% | -1% | -12% | ?
CCc1ccc(-n2nc(C)c3c(C)cc(=O)n(Cc4nc(-c5ccccc5)oc4C)c32)cc1 | 16% | 5% | -19%[10.9 µM] | 2.4%
CCOC(=O)CSc1nc2c(cnn2-c2ccc(C)cc2)c(=O)[nH]1 | 0% | -18% | 20% | -1.5%
Cc1ccc(NC2=CC(c3ccccc3F)N(c3ccc(C)cc3)C2=O)cc1 (configuration not stated) | -28% | 15% | 14%[10.9 µM] | 5.7%
CCOC(=O)C(NC(=O)C1CCCN1C(=O)OCc1ccccc1)C(=O)OCC (configuration not stated) | 3% | -28% | 0% | -0.5%
Cc1cn2c(=O)cc(COC(=O)COc3ccc(C)c(C)c3)nc2s1 | ? | 4% | -10%[10.9 µM] | -0.7%
CCc1ccc(C2c3c(oc4cc(C)c(C)cc4c3=O)C(=O)N2c2nc(C)c(C(=O)OC)s2)cc1 (configuration not stated) | -3% | -3% | 13%[10.9 µM] | 0.9%
COC(=O)CN1C(=O)CSc2ccc(S(=O)(=O)Nc3cccc(C)c3)cc21 | -1% | -1% | -4%[10.9 µM] | -0.7%
Cc1ccc2c(c1)sc1nc(=O)n(-c3cccc(Cl)c3)c(=O)n12 | -13% | -12% | -13%[10.9 µM] | ?
C=CCSc1nnc(-c2cc(Br)ccc2N)c(=O)[nH]1 | -1% | 6% | -24% | ?
CCCn1c(=O)c2c(nc(Br)n2CCC)n(C)c1=O | 2% | 4% | -9% | -1.5%
Cc1ccc(Cn2ncn3c(cc4ccccc43)c2=O)cc1 | -10% | -3% | . | .
Cn1c(SCC(=O)N2c3ccccc3Sc3ccccc32)nnc1-c1ccco1 | 3% | -2% | -18% | 5.5%
CC(C)NC(=O)NC(=O)CSc1ncc(C(F)(F)F)cc1Cl | -5% | 5% | 0% | 1.3%
Cc1cc(C)c(/C=C/c2onc(C)c2S(=O)(=O)N2CCC(C(=O)NCc3ccccc3Cl)CC2)c(C)c1 | -10% | 11% | -9%[10.9 µM] | 0.1%
O=S(=O)(Nc1ccc2c(c1)nc1n2CCOC1)c1ccccc1 | -4% | -12% | -14% | 2.1%
O[C@@H](c1ccccc1)C1CCN(CCc2ccccc2)CC1 | -12% | -21% | -8% | 0.6%
COc1ccc(CCNC(=O)c2cc(-c3ccc(C)cc3)nc3n[nH]c(-c4ccccc4)c23)cc1OC | -21% | -11% | -15%[10.9 µM] | 0.9%
Cc1ccc(-c2cc(C(=O)O)n(Cc3ccccc3)n2)cc1 | 11% | 7% | -10%[10.9 µM] | 2.5%
O=C(CSc1nnnn1-c1ccccc1)Nc1nsc(-c2ccccc2)n1 | 4% | -5% | 5% | ?
Cc1c(NS(=O)(=O)c2ccc(Cl)cc2)c(=O)n(-c2ccccc2)n1C | 1% | 4% | -10%[10.9 µM] | 1.8%

Five compounds already listed, sorted by molar mass, largest number first:
SMILES | p53ts 39C kill | p53ts 32C tox | Peg3 imprint | IkB sig inh
Cc1cc(C)c(/C=C/c2onc(C)c2S(=O)(=O)N2CCC(C(=O)NCc3ccccc3Cl)CC2)c(C)c1 | -10% | 11% | -9%[10.9 µM] | 0.1%
CCc1ccc(-n2nc(C)c3c(C)cc(=O)n(Cc4nc(-c5ccccc5)oc4C)c32)cc1 | 16% | 5% | -19%[10.9 µM] | 2.4%
CCOC(=O)C(NC(=O)C1CCCN1C(=O)OCc1ccccc1)C(=O)OCC (configuration not stated) | 3% | -28% | 0% | -0.5%
Cc1ccc(NC2=CC(c3ccccc3F)N(c3ccc(C)cc3)C2=O)cc1 (configuration not stated) | -28% | 15% | 14%[10.9 µM] | 5.7%
CCCn1c(=O)c2c(nc(Br)n2CCC)n(C)c1=O | 2% | 4% | -9% | -1.5%

Further records:
SMILES | p53ts 39C kill | p53ts 32C tox | Peg3 imprint | IkB sig inh
COc1ccc(S(=O)(=O)NCC(c2ccco2)N2CCN(c3ccc(F)cc3)CC2)cc1 (configuration not stated) | -16% | 5% | -8%[10.9 µM] | ?
O=C(Cn1c(=O)oc2cc(S(=O)(=O)N3CCCC3)ccc21)Nc1ccc(C(F)(F)F)cc1 | -9% | 6% | -12% | 1.5%
Cc1ccccc1Nc1cc(C(=O)NCc2cccs2)c2ccccc2n1 | -3% | -1% | -5%[10.9 µM] | ?
O=S(=O)(/C=C/c1ccccc1)N1CCN(c2ccccc2)CC1 | 7% | 16% | -7% | -1.0%
Cc1noc(C)c1-c1ccc2ncnc(N(C)C)c2c1 | -6% | 7% | ? | 0.6%[11.4 µM]
CCC(Sc1nc2sc(C(=O)OC)c(C)c2c(=O)n1N)C(=O)NCC1CCCO1 (configuration not stated) | -6% | 9% | -24% | -0.7%
COc1ccc(N2CCN(C(=O)Nc3ccccc3Cl)CC2)cc1 | -6% | 4% | -6%[10.9 µM] | 4.7%
Nc1ccc(-n2nncc2-c2ccco2)cc1 | 8% | 3% | . | .
CCOC(=O)N1CCN(C(=O)CSc2nc3c(cnn3-c3ccc(Cl)cc3)c(=O)[nH]2)CC1 | 11% | 6% | -11% | 7.6%
O=C(CSc1ncn[nH]1)Nc1ccc(Br)cc1F | 11% | -1% | -32%[inhibitor] | 0.9%
CC(=O)c1ccc(N2CCN(c3ncnc4onc(-c5ccc(Cl)cc5)c34)CC2)cc1 | -7% | -2% | -13%[10.9 µM] | 1.9%
CCc1ccc(NC(=O)CN2C(=O)C3(SCC(=O)N3c3ccccc3)c3ccccc32)cc1 (configuration not stated) | -13% | 2% | -11%[10.9 µM] | ?
CCOC(=O)c1csc(NC(=O)c2ccc(S(=O)(=O)N3CCCC3)cc2)n1 | -7% | 6% | -7% | 1.1%
COc1cc2c(cc1OC)C(COc1ccc3c(C)cc(=O)oc3c1)N(C(=O)c1ccc(C)c(C)c1)CC2 (configuration not stated) | -10% | 9% | -9%[10.9 µM] | -0.3%
COC(=O)[C@@]1(Cc2ccc(OC)cc2)[C@H]2c3cc(C(=O)N4CCCC4)n(Cc4ccccn4)c3C[C@H]2CN1C(=O)c1ccccc1 | -11% | -2% | -8% | .
Cc1ccc(-n2nnc3c(=O)n(Cc4ccccc4C)cnc32)cc1 | 3% | 10% | -15% | -0.4%
COc1ccc(NC(=O)CSc2nnc(-c3nnn(-c4ccc(F)cc4)c3C)o2)cc1 | 4% | 0% | -10%[10.9 µM] | ?
Cc1ccc(-n2c3c(cc(C(=O)NCCCN4CCOCC4)c2=O)C(=O)CC(C)(C)C3)cc1 | 8% | 1% | 6% | -0.9%
Cc1[nH]c(=O)[nH]c(=O)c1NC(=O)c1cccs1 | 3% | -3% | 0% | 1.7%
CCOC(=O)c1c(NC(=O)c2cc3nc(-c4ccc(Br)cc4)cc(C(F)(F)F)n3n2)sc(C(C)=O)c1C | -5% | 17% | 7%[10.9 µM] | 0.9%
O=C1CC(c2ccccc2C(F)(F)F)c2c(c3ccccc3[nH]c2=O)O1 (configuration not stated) | 18% | 5% | -11%[10.9 µM] | 11%
CC(=O)c1ccc(NC(=O)CSc2nnc3c(n2)[nH]c2ccccc23)cc1 | ? | -28% | -8%[10.9 µM] | ?
COC(=O)c1cc(NC(=O)c2oc(=O)c3ccccc3c2-c2ccccc2)cc(C(=O)OC)c1 | 29% | 7% | 5%[10.9 µM] | -2.9%
Cc1cc2n(n1)C(c1ccc3c(c1)OCO3)Nc1ccccc1-2 (configuration not stated) | -13% | 8% | 3% | 0.0%
